Assay outcomes: PubChem BioAssay, Broad Institute
INS-1E GSIS act = GLuc luminescence reporter in INS-1E cells, primary screen for activators of glucose-dependent secretion of insulin; INS-1E GLuc reporter insulin secretion, 2-3 h; activation, % at 16.6 µM; 370,000 tested, 0.61% active;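 active means lowest replicate activation of at least 40%, so every replicate reaches that level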;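 further: 0% = median of neutral control wells and 100% = median of IBMX positive control wells; some compounds called inactive have numbers as strong as hits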
Casp6 inh = caspase-6 (human) enzyme inhibition | P55212 | purified caspase-6, Z-VEID-R110 cleavage fluorescence | inhibition, % at 12.5 µM | 350,000 tested, 0.53% active | AID 686996;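 active means mean inhibition across replicates at least about 35%, with every replicate also reaching that limit, limit read from the data; inconclusive means only one of the two criteria met; inactive means neither criterion met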;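 further: 0% = median of neutral control wells and 100% = no fluorescence left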
Target sequence (P55212 24-179 limits assumed): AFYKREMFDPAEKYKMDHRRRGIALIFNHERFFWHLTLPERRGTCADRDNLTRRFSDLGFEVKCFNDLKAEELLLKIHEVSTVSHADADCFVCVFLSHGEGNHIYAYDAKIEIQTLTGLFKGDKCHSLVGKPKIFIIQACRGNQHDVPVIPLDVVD
Target sequence (P55212 194-293 limits assumed): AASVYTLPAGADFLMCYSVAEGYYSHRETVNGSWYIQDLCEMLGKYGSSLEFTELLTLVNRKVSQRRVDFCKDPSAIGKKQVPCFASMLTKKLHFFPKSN
DENV2 CPE = DENV2-induced cell death inhibition; 350,000 tested, 1.7% active; DENV2-infected cells, cytopathic effect rescue, plate reader; CPE inhibition, % at 9.99 µM; in the data active means CPE inhibition above about 20%, passing the limit was not always enough; inconclusive means no clear call, values can overlap the other calls; tested in BHK-21 cells;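 further: 0% = median of neutral control wells and 100% = median of positive control wells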
Xi reactivation = reactivates the inactive X chromosome in mouse fibroblasts; activation, % at 7.58 µM; AID 743238; 360,000 tested, 0.055% active; XiGFP mouse fibroblasts, % GFP-positive cells imaging, 3 d; cells co-treated with 5-aza-dC sensitizer; scaled so ellipticine positive control = 100%;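 active means mean normalized replicate activation at least 10% and every replicate at or above 10%; inconclusive means only one of the two criteria met; inactive means mean below 10% and not all replicates reach 10%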;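 further: 0% = median of on-plate neutral control wells and 100% = ellipticine 6 µM median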
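System: 68-5-11 XiGFP fibroblast line | Buffer or medium: DMEM containing 5-aza-dC | Compound: Single point | Times: Compounds 3 days, fix/stain 15 min at room temperature | Benchmarks: Positive control ellipticine, 6 µM final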
RAD52 anneal inh = RAD52 (human) annealing inhibition; 360,000 tested, 0.46% active; recombinant RAD52 DNA annealing, FRET fluorescence; AID 651710; inhibition, % at 18.7 µM;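 active means every replicate showing at least 50% inhibition; inconclusive means mean inhibition at least 50% but not in every replicate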
E-selectin induc = induces E-selectin expression in human endothelial cells; P16581; HUVEC E-selectin immunofluorescence imaging; normalized: neutral wells 0, TNF-alpha wells 100; activation, % at 7.58 µM; 260,000 tested, 0.37% active;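 active means mean E-selectin-positive cell signal at least 10% of the positive control, reached in at least 60% of replicates, without over 20% cell loss; inconclusive means no rule given, readout overlaps actives, possibly toxicity-flagged; inactive means the rest, including those meeting only one limit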;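 further: in these data hits start at about 27%; measured in HUVEC primary endothelial cells; signal is the percent of cells scored E-selectin positive by PE staining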
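System: HUVEC, human umbilical vein endothelial cells; quantity: 3,000 cells/well; buffer or medium: EGM-2 medium, gelatin-coated wells; dosing: single-point compound dose; detection: immunofluorescence imaging; evaluation: % PE-positive cells; benchmarks: TNF-alpha, DMSO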
RAD54 branch = RAD54 (human) branch migration inhibition. inhibition, % at 10.4 µM. 360,000 tested, 0.14% active. RAD54 Holliday junction branch migration, FAM/BHQ fluorescence. Q92698;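 active means mean normalized replicate activity at least 40 and at least half of replicates scoring 40 or more; inconclusive means only one of the two criteria met; inactive means mean below 40 and under half of replicates reaching 40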;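 further: 0% = median of neutral control wells and 100% = median of positive control wells; inhibitors cause a drop in the FAM fluorescence signal; in these data hits start at about 50%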
Target sequence (Q92698 whole entry, looked up): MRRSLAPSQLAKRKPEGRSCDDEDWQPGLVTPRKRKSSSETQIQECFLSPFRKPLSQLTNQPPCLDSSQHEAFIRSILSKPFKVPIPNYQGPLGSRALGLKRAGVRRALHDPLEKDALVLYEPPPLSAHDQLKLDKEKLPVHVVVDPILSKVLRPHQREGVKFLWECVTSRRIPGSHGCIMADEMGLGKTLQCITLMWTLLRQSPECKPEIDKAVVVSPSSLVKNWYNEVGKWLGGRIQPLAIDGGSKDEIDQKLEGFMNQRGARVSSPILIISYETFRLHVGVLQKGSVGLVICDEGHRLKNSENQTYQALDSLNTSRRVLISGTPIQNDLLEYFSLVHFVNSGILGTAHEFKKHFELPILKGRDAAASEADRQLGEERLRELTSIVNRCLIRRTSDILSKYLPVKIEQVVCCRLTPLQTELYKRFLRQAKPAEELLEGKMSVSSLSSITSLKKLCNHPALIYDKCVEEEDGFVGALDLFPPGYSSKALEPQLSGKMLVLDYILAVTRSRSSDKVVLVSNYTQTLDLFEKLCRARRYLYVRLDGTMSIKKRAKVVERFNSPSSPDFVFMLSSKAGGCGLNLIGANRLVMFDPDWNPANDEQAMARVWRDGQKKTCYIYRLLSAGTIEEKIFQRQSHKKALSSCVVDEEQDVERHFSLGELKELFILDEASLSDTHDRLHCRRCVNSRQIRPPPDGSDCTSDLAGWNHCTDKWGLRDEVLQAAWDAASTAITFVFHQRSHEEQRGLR
CFTR F508del cor = correctors of CFTR F508del function in bronchial epithelial cells | CFBE cells, YFP halide quenching; stimulated with forskolin plus potentiator P3; % fluorescence drop versus neutral controls | 350,000 tested, 0.36% active | AID 720511 | activity (quench increase), % at 7.58 µM;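 active means mean added fluorescence quench of at least 8% versus neutral control, with both replicates also reaching 8%; inconclusive means only one of the mean or replicate conditions met; inactive means mean below 8% and not both replicates reaching 8%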;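 further: cells transiently co-express mutant CFTR-F508del with the halide-sensitive YFP; corrector assay measuring rescue of mutant channel to the surface after 24 h compound exposure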
Active calls of the source: *; ? = inconclusive; nt = not tested or not shown.

#	smiles	INS-1E GSIS act	Casp6 inh	DENV2 CPE	Xi reactivation	RAD52 anneal inh	E-selectin induc	RAD54 branch	CFTR F508del cor
1	O=C(O)c1ccc(Cn2cnc3c(=S)nc[nH]c32)cc1	5	2	-1	0.3	-10	-0.1	2	-4.4
2	Cc1cc(N2CCCC2)ccc1NC(=O)CN1C(=O)NC(C)(c2ccccc2)C1=O (stereo not given)	-13	-4	-2	0.0	-16	0.5	9	2.0
3	c1ccc2c3c(c(CN4CCCC4)cc2c1)COC3	-16	-2	-2	0.2	-12	-0.4	-2	-2.7
4	Cc1ccc(-n2ncc3c(=O)n(CC(N)=O)cnc32)cc1C	21	-1	-4	0.1	-5	nt	-3	0.6
5	Nc1nnc(SCC(=O)Nc2ccc(N3CCOCC3)cc2)s1	13	2	-7	0.1	-5	nt	nt	-0.1
6	C[C@H](CO)N1C[C@H](C)[C@H](CN(C)S(=O)(=O)c2cn(C)cn2)Oc2c(NS(=O)(=O)c3cn(C)cn3)cccc2C1=O	3	4	-8	-0.4	3	0.2	-2	0.4
7	CC(C)(C)NC(=O)Nc1ccc(Cn2cc(C(F)(F)F)ccc2=O)cc1	-6	2	2	0.1	-13	nt	nt	1.7
8	NC(=O)c1ccccc1NC(=O)/C=C/c1ccccc1	13	nt	nt	0.1	nt	-0.2	-15	nt
9	O=C(C[C@H]1C=C[C@@H](NC(=O)c2ccncc2)[C@@H](CO)O1)Nc1ccc(-c2ccccc2)cc1	-17	4	-9	-0.3	-11	0.9	nt	3.2
10	S=c1[nH]nc(-c2cccs2)n1/N=C/c1cn(-c2ccccc2)nc1-c1ccc(Cl)cc1	3	-2	2	0.0	-10	0.0	5	-0.1
11	COc1ccc(N(C)C(=S)Nc2ccc3nc(C)c(C)nc3c2)cc1	nt	4	-2	0.5	-12	-0.2	6	nt
12	CC(OC(=O)c1cc(S(=O)(=O)N2CCOCC2)ccc1F)C(=O)NC1CCCC1 (stereo not given)	nt	-2	-10	1.3	-16	1.1	4	0.2
13	Cc1ccsc1C(=O)OCC(=O)Nc1ccc(Cl)cn1	-7	5	-8	3.0	-7	nt	-2	-2.1
14	COc1cc(C(=O)OCC(=O)Nc2ccc(SC(F)F)cc2)cc(OC)c1OC	-39	nt	nt	-0.1	nt	-0.5	-6	nt
15	Nc1ccc2nc(CCCCCCc3nc4ccc(N)cc4[nH]3)[nH]c2c1	-25	-3	2	0.1	-9	0.0	7	-4.3
16	O=C(Cc1ccccc1F)OCC(=O)N1CCN(C(=O)c2ccco2)CC1	8	1	nt	0.3	-15	nt	nt	2.5
17	C[C@H]1CN([C@@H](C)CO)S(=O)(=O)c2ccc(C#CC3CCCC3)cc2O[C@H]1CN(C)C(=O)Cc1ccncc1	1	-2	?	-0.4	-42	-4.4	0	2.6
18	CSc1cccc(NC(=O)Cn2cnc(S(=O)(=O)N3CCCC3)c2)c1	5	1	3	0.0	-3	nt	-6	-1.9
19	CC(C)CC#Cc1ccc([C@@H]2[C@H]3CN(C(=O)CN4CCOCC4)CC(=O)N3[C@H]2CO)cc1	17	1	5	0.4	1	0.6	nt	2.0
20	C[C@H]1CN([C@@H](C)CO)C(=O)Cc2cc(NC(=O)Cc3cn(C)c4ccccc34)ccc2O[C@@H]1CN(C)C	-4	-3	?	0.0	-2	0.0	-8	-2.2
21	Cc1ccc(/C(O)=C2/C(=O)C(=O)N(CCN3CCOCC3)C2c2cccs2)cc1 (stereo not given)	-2	1	9	nt	-15	nt	-4	-2.6
22	CCCNC(=O)[C@H]1[C@H](CO)[C@H]2Cn3c(ccc(-c4ccc(F)cc4)c3=O)[C@H]2N1CCC	-9	-2	6	0.0	3	0.0	0	nt
23	CCOC(=O)N1CCC(N2Cc3cccc(C(=O)Nc4ccccc4OC)c3C2=O)CC1	-10	3	-5	-0.1	-8	nt	12	1.8
24	Cc1cc(NC(=O)CSc2nnc(-c3ccc(O)cc3)o2)no1	-11	-2	4	0.0	-11	-2.9	-29	1.3
25	O=C(N/N=C/c1cccc([N+](=O)[O-])c1)c1cc2ccccc2o1	3	-1	-5	0.1	-10	-1.1	nt	-1.3
26	O=C(CN1CCCC1)Nc1ccc(Br)cc1	-11	-6	-2	0.0	-2	nt	nt	-0.8
27	Cc1nnc(SCC(=O)Nc2ccc(Cl)cn2)s1	4	-1	?	-0.1	-12	-0.4	nt	1.1
28	COc1ccccc1NC(=O)N1CC(=O)N2[C@H](CO)[C@H](c3ccc(C#Cc4ccccc4)cc3)[C@H]2C1	-21	-2	9	0.0	-2	-0.2	nt	0.0
29	CCN1C(=O)c2cccc3cccc1c23	9	1	4	nt	0	nt	-8	-1.6
30	Cc1ccc(NC(=O)C(c2ccc(Cl)cc2Cl)N2CCCC2)cc1 (stereo not given)	nt	3	1	0.0	-3	-1.1	nt	nt
31	CC(C)CNS(=O)(=O)c1ccc(CCC(=O)NC2CCCCC2)cc1	-4	2	-1	-0.1	-7	-0.3	7	-1.4
32	S=C1NC(c2ccccc2)=CC(c2ccccc2)N1 (stereo not given)	2	1	0	0.0	11	nt	nt	-0.2
33	COc1cc(OC)nc(Nc2nc(C(N)Cc3ccccc3)cs2)n1 (stereo not given)	9	-1	9	0.1	-9	0.2	14	4.4
34	Nc1nc(N2CCN(Cc3ccccc3)CC2)n[nH]1	-2	-2	-7	0.0	-5	nt	-9	0.7
35	CCCNC(=O)C1(C)CCCN(C(=O)/C=C/c2ccccc2)C1 (stereo not given)	nt	-3	-6	0.0	-7	nt	10	0.5
36	C[C@@H]1CN([C@@H](C)CO)C(=O)c2cc(NC(=O)CCC(F)(F)F)ccc2O[C@@H]1CN(C)Cc1ccccc1	10	-1	20	-0.5	-5	0.3	4	-2.5
37	CCN1CCN(c2ccc(S(=O)(=O)N3CCCCC3)cc2NC(=O)/C=C/c2ccc(OC)c(OC)c2)CC1	-10	-5	3	0.3	5	0.1	6	0.8
38	O=C(Nc1cccc(Cl)c1)N[C@@H]1CC[C@H](CCNC(=O)C2CCCC2)O[C@@H]1CO	-3	2	-4	0.1	13	0.0	13	-2.7
39	CC(=O)/C(=N/Nc1ccc(Br)cc1)Sc1cccc2cccnc12	nt	1	0	0.2	-9	-1.6	nt	nt
40	COc1ccc(Cl)cc1NC(=O)c1cccc(NC(=O)CCC(=O)O)c1	1	-2	?	1.0	-9	-0.5	-2	nt
41	COc1cccc(-c2cnc3c(c2)C(=O)N([C@@H](C)CO)C[C@H](C)[C@H](CN(C)C(=O)CC2CC2)O3)c1	13	-1	-3	0.5	-1	0.3	0	-1.9
42	CCCN1[C@@H]2c3ccc(-c4cccc(F)c4)c(=O)n3C[C@@H]2[C@@H](CO)[C@@H]1C(=O)N(C)C	13	-4	11	-0.1	-4	-0.6	-8	0.1
43	O=C(CN1CCC(n2cnc3cc(F)ccc32)CC1)Nc1ccccc1Br	9	0	-4	0.3	-77	nt	nt	3.8
44	COc1ccc(C(CNC(=O)CCC(=O)c2ccc(C)s2)N2CCOCC2)cc1 (stereo not given)	15	-2	?	0.0	-23	-1.7	-5	-1.7
45	COC(=O)Cn1c(=NC(=O)CSC(C)=O)sc2ccccc21	nt	1	1	0.3	-11	0.2	-3	-0.7
46	COc1cc(-c2cc(C(=O)Nc3ccc(O)cc3)c3ccccc3n2)cc(OC)c1OC	-17	0	0	0.1	-2	nt	nt	-5.2
47	COCCSc1nnc(NC(=O)COc2ccc3c(c2)OCO3)s1	-4	-2	2	0.1	5	0.2	-3	-1.4
48	N#CC1=C2SCC(O)(c3ccccc3)N2C(=O)CC1c1cccs1 (stereo not given)	-34	-3	-4	nt	8	nt	-8	6.6
49	Cc1ccc(CNc2ccc3c(c2)nc(C)n3C)cc1	16	-4	-11	0.0	16	nt	8	-5.9
50	O=C(Nc1c2c(nn1-c1ccc([N+](=O)[O-])cc1)CS(=O)(=O)C2)C1CC1	-3	1	-3	0.0	0	nt	-5	-1.8

New compounds follow.
#	smiles	INS-1E GSIS act	Casp6 inh	DENV2 CPE	Xi reactivation	RAD52 anneal inh	E-selectin induc	RAD54 branch	CFTR F508del cor
51	COc1ccc(NC(=S)NCCN2CCOCC2)cc1	nt	-1	-1	0.0	1	nt	nt	-0.2
52	COc1ccccc1/C=C/C1NC(=O)NC(C)=C1C(=O)OC(C)C (stereo not given)	6	0	-3	0.0	0	0.0	0	-0.6
53	COc1cccc(CN(C)C(=O)c2sccc2-c2ccccc2)c1OC	-17	-3	-9	0.1	-14	-0.2	-6	0.2
54	CCSc1nc2ccc(C)cc2cc1C#N	-5	1	-3	0.1	-2	?	5	3.5
55	OC(c1ccccc1)(c1ccccc1)C1CCN(CCCOc2ccc3c(c2)CCCC3)CC1	762*	0	18	-0.2	51*	-0.2	nt	-0.9
56	CN(C)CCCNC(=O)C[C@H]1C=C[C@@H](NC(=O)Cc2cccnc2)[C@H](CO)O1	1	3	4	0.0	-1	0.2	-3	1.1
57	COCCN(C(=O)C(C)N1C(=O)c2ccccc2C1=O)c1c(N)n(CC(C)C)c(=O)[nH]c1=O (stereo not given)	28	-2	11	0.1	-8	2.0	0	-3.2
58	CO[C@@H]1CN(C)C(=O)c2ccc(NC(=O)c3ccccc3)cc2OC[C@H](C)NC[C@H]1C	11	-1	-6	-0.5	-3	0.2	6	0.7
59	Cc1ccccc1CNC(=O)c1ccc2ccccc2n1	18	nt	-6	0.1	7	0.5	-6	-1.6
60	COc1cc(CNC(=O)c2cc(-c3ccc(F)cc3C)n[nH]2)cc(OC)c1	-20	0	11	0.5	-4	-0.1	3	2.0
61	O=C(NCc1ccccc1)[C@@H]1[C@@H](CO)[C@@H]2Cn3c(cccc3=O)[C@H]1N2	7	-5	19	0.1	-8	-0.2	-5	2.9
62	CC(C)n1nc(C(=O)N2CCN(S(=O)(=O)c3cccs3)CC2)c2ccccc2c1=O	4	0	0	-0.1	-5	nt	nt	0.7
63	COc1ccc(-c2ccc(C(=O)Nc3cccc(C(C)=O)c3)c3occc23)c(C)c1	13	-2	4	0.0	-3	0.0	1	-3.7
64	C[C@H]1CN([C@@H](C)CO)C(=O)c2cccc(NC(=O)CCCCCC(=O)Nc3ccccc3N)c2O[C@@H]1CN(C)Cc1ccncc1	3	1	5	0.0	8	0.4	nt	1.1
